# TPT1 inh: inhibitors of Candida albicans tRNA 2'-phosphotransferase TPT1; recombinant caTPT1, FP RNA substrate dephosphorylation; inhibition, % at 5 µM; hit rate 0.81% among 300,000; AID 1962;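 active means inhibition above the mean of all tested compounds plus 3 SD, set per screening campaign, cut at about 24% in these data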;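 further: plate controls were DMSO alone for no effect and ferristatin control at 100 nM for full effect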
# MEX-5 binding: C. elegans MEX-5 TCR-2 RNA binding activity; AID 1832; hit rate 0.38% among 300,000; MEX-5/FITC-TCR2 RNA binding, fluorescence polarization; hits give low values; activity score (negative = inhibition of binding), % at 10 µM; Q9XUB2;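 active means inhibition past about -25% in most replicates, and total fluorescence under double the plate's negative control median, limit read from the data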;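 further: 0% = DMSO and -100% = 5 µM competing unlabeled TCR2 RNA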
# Target sequence (Q9XUB2 whole entry, looked up): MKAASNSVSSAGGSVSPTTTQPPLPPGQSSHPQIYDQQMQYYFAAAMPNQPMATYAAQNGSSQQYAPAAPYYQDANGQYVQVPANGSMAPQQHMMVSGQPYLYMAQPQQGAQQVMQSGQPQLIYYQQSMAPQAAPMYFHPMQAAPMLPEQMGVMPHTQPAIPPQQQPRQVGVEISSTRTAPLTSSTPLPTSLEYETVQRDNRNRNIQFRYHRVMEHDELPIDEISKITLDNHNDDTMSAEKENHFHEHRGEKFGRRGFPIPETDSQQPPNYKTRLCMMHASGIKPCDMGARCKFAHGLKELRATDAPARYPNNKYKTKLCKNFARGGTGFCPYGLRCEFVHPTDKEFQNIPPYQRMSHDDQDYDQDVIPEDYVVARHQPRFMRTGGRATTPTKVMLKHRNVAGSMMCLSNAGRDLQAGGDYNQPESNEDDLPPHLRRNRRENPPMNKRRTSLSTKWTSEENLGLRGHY
# PME-1 inh: blocks human protein phosphatase methylesterase 1; Q9Y570; recombinant PME-1, FP-Rh probe fluorescence polarization; inhibition, % at 5.9 µM; hit rate 0.53% among 320,000;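 active means inhibition above the campaign mean of all compounds plus 3 SD, cut at about 26% in these data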;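 further: competitive labeling of PME-1 active site by serine hydrolase directed probe; 0% = PME-1 with DMSO and 100% = wells lacking PME-1 enzyme; inhibitors block probe labeling so polarization falls and inhibition rises; many of its hits are not listed in these tables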
# Target sequence (Q9Y570 whole entry, looked up): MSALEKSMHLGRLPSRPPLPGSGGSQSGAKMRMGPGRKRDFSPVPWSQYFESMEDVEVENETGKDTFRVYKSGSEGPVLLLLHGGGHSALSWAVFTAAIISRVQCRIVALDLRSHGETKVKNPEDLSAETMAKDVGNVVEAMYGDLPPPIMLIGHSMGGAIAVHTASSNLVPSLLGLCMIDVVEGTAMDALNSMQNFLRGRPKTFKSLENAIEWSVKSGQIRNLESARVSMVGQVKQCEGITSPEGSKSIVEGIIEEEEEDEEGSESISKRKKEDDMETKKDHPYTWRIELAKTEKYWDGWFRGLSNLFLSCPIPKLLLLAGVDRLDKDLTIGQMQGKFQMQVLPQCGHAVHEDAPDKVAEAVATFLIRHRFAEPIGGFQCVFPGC
# GLD-1 RNA inh: GLD-1-TGE RNA interaction inhibition (C. elegans). Q17339. purified GLD-1 + fluorescein TGE RNA, fluorescence polarization. inhibition, % at 5.96 µM. hit rate 0.44% among 320,000;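 active means percent inhibition above a per-plate cutoff, the plate mean of test compounds plus 3 SD, cut at about 30% in these data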;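 further: 0% = DMSO wells with GLD-1 and probe and 100% = wells lacking GLD-1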
# Fam108B counter: Fam108B inhibition, counter-screen for RBBP9 inhibitors | recombinant Fam108B, FP-Rh probe fluorescence polarization | inhibition, % at 9.51 µM | hit rate 0.33% among 300,000;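 active means inhibition above the screen mean inhibition plus 3 SD, computed separately per campaign, cut at about 18% in these data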;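 further: inhibitors lower polarization as less probe binds the enzyme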
# GSTO1 counter: blocks human GSTO1 in RBBP9 counter-screen | P78417 | recombinant GSTO1, activity-based probe fluorescence polarization | inhibition, % at 5.96 µM | hit rate 1.1% among 300,000 | AID 1974;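 active means inhibition above the campaign mean inhibition plus 3 SD, cut at about 35% in these data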;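 further: 0% = GSTO1-1 with DMSO and 100% = wells lacking GSTO1-1 enzyme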
# PAD4 FP inh: blocks human protein arginine deiminase 4; recombinant PAD4, RCA probe fluorescence polarization; inhibition, % at 6.36 µM; hit rate 0.41% among 330,000;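 active means percent inhibition above a cutoff equal to the mean of all tested compounds plus 3 SD, cut at about 15% in these data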;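 further: 0% = PAD4 with RCA probe and DMSO and 100% = probe without PAD4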
# MCL1 BIM primary: inhibitors of human MCL1 binding to BIM-BH3 peptide; inhibition, % at 10.9 µM; Q07820; GST-MCL1 / FITC-Bim-BH3 fluorescence polarization; hit rate 0.68% among 320,000;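 active means inhibition above the mean inhibition of all tested compounds plus 3 SD, set per campaign, cut at about 40% in these data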;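 further: 0% = DMSO wells and 100% = unlabeled Bim-BH3 peptide control; higher means more loss of mP so more displacement of Bim peptide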
# BCLXL inh: Bcl-xL (human) inhibition | GST-Bcl-xL / FITC-Bim BH3 peptide fluorescence polarization | inhibition, % at 10.9 µM | hit rate 0.7% among 320,000;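 active means inhibition above the mean of all tested compounds plus 3 SD, cutoff set per campaign, cut at about 30% in these data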;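 further: 0% = DMSO wells and 100% = unlabeled Bim-BH3 peptide competitor; inhibitors lower millipolarization by displacing the labeled peptide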
# Target sequence (Q07817 whole entry, looked up): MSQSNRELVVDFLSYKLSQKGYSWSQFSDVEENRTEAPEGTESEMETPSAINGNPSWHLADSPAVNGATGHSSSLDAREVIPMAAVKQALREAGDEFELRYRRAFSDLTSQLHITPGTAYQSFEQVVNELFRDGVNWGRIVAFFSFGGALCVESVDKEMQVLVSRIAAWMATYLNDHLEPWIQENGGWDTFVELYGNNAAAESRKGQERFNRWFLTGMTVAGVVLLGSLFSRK
# Numbers without * were called inactive; · = no result given. Not all compounds are listed; count on the stated rates, not on these rows.
SMILES,TPT1 inh,MEX-5 binding,PME-1 inh,GLD-1 RNA inh,Fam108B counter,GSTO1 counter,PAD4 FP inh,MCL1 BIM primary,BCLXL inh
Cc1nn(-c2ccccc2)c(C)c1/C=N/NC(=O)CSc1nnc(SCc2ccccc2Cl)s1,-0.6,1.7,-33.2,3.4,-22.9,-11.9,-3.8,3.5,-3.0
COP(=O)(OC)C(NC(=O)Nc1ccccc1)c1ccccc1 (stereo not drawn),1.8,-1.8,4.2,-4.9,-0.5,6.9,-1.3,-0.6,3.4
COc1ccc(S(=O)(=O)N2CCCCC2)cc1NC(=O)c1ccc(=O)[nH]c1,-3.0,0.1,1.2,6.4,-3.1,11.2,-0.8,-5.8,4.6
COc1ccccc1NC(=S)NC(NC(=O)CC(C)C)C(Cl)(Cl)Cl (stereo not drawn),-1.4,-1.9,-6.6,-5.9,-6.0,6.1,2.2,-1.9,2.2
Nc1nnnn1/N=C/C=C/c1ccccc1,-1.9,-1.2,-5.0,-1.3,2.3,1.3,-0.1,7.8,4.4
CC(C)NC(=O)c1onc(CSc2ccc(F)c(F)c2)c1C(=O)O,-0.6,2.9,3.7,5.2,-2.3,-10.4,-2.6,6.1,9.6
Cc1sc2ncnc(SCC(=O)Nc3nc(-c4ccc(F)c(F)c4)cs3)c2c1C,0.6,2.3,0.3,3.7,-8.1,-0.7,3.5,-3.1,1.9
Cc1ccc(CNC(=O)C2CC(=O)N(C3CCCCCCC3)C2)cc1 (stereo not drawn),6.5,0.7,-7.9,-3.2,-2.3,16.4,0.4,2.9,-0.3
COc1ccc(-c2nnc(SCC(=O)c3ccc[nH]3)n2-c2ccccc2)cc1,1.4,1.6,3.4,-0.7,-3.3,1.2,-12.1,-9.9,-1.8
Cc1cc(-c2ccccc2)c2nncn2n1,-1.6,2.0,0.1,3.7,-1.3,-9.9,-0.2,3.6,4.7
CCOc1ccccc1C1CC(=O)Nc2cc(OC)c(OC)c(OC)c21 (stereo not drawn),-0.5,0.3,3.6,-5.4,0.2,-2.6,-5.5,-4.0,-1.4
COc1ccc(OC)c(C(=O)CSc2nc3ccccc3n2CC(=O)NC(C)(C)C)c1,-6.2,·,7.4,-1.9,-6.4,9.1,-1.7,-0.4,-6.5
O=c1[nH]cnc(O)c1C(c1ccc([N+](=O)[O-])cc1)c1c(O)nc[nH]c1=O,2.7,-2.1,1.0,-10.3,-5.1,2.9,0.9,0.3,-2.0
Cc1cc(C)c(NC(=O)/C(=C/c2ccco2)c2ccccc2)c(C)c1,-0.8,-1.3,-0.9,-4.3,-0.3,-3.4,0.4,-7.7,1.1
COc1ccccc1Oc1cc(C#N)c(C#N)cc1-n1nnc2ccccc21,2.2,-0.5,5.5,3.5,3.0,-8.8,-3.1,2.5,-3.3
O=C(Nc1ccc2nc(N3CCOCC3)sc2c1)c1ccccc1,·,·,-13.0,3.3,·,·,-3.3,-8.8,-5.2
CCOC(=O)C1=C(C)OC(N)=C(C#N)C1c1ccoc1 (stereo not drawn),-3.8,-9.5,-2.7,8.6,4.2,11.6,-0.1,9.2,12.2
CCCc1nc2ccccc2c(C(=O)OCC(=O)Nc2c(C)n(C)n(-c3ccccc3)c2=O)c1CC,2.5,0.9,0.3,4.5,0.7,3.7,-0.8,10.9,1.9
CSc1ccc(CCNC(=O)CN2C(=O)CCSc3ccccc32)cc1,2.9,1.1,5.8,6.3,0.4,7.9,0.5,2.2,1.1
c1ccc(CCNc2nc(-c3ccncc3)nc3ccccc23)cc1,0.2,1.8,-14.9,10.9,-8.0,-8.4,-2.0,1.6,3.9

# Some values from the entries so far:
# MEX-5 binding result of `c1ccc(CCNc2nc(-c3ccncc3)nc3ccccc23)cc1` → 1.8
# MEX-5 binding result of `CCOC(=O)C1=C(C)OC(N)=C(C#N)C1c1ccoc1` (stereo not drawn) → -9.5

# The list goes on:
SMILES,TPT1 inh,MEX-5 binding,PME-1 inh,GLD-1 RNA inh,Fam108B counter,GSTO1 counter,PAD4 FP inh,MCL1 BIM primary,BCLXL inh
COC(=O)CN(c1ccc(F)cc1)S(=O)(=O)c1ccc2c(c1)OCCO2,-3.3,2.6,0.3,-1.4,-2.3,-1.4,1.7,0.3,-0.2
CC(C)Cc1nnc(NC(=O)CCC(=O)N2CCN(c3ccccc3)CC2)s1,1.6,0.0,-5.6,7.0,1.6,-7.5,2.0,2.8,2.5
Cc1nc2cc(NS(=O)(=O)c3cccc4cccnc34)ccc2s1,4.9,0.1,3.1,-5.3,-3.4,-5.9,-0.8,-5.9,-10.0
CCNC(=S)N(Cc1cc2c(C)ccc(C)c2[nH]c1=O)C1CCCC1,0.1,-0.2,6.5,2.9,0.4,4.4,-1.6,5.1,11.2
CN(C)/C=C/C(=O)c1ccncc1,1.5,1.6,-4.4,5.7,-8.8,6.8,-6.4,4.1,2.8
CC1CCC/C(=C\Nc2ccc(C(=O)O)c(O)c2)C1=O (stereo not drawn),4.6,-10.0,-3.0,5.4,-0.7,10.0,-1.0,0.0,2.7
O=C(CNS(=O)(=O)c1ccc2ccccc2c1)OCc1nnc(-c2ccccc2)o1,0.9,-0.5,1.1,0.5,-4.0,-0.2,0.1,-10.2,-1.9
Cc1ccc(/C=N/NC(=O)CSc2nc3ccccc3[nH]2)o1,-0.9,-7.1,-1.3,-2.8,0.5,7.7,-3.5,-4.0,-0.3
Cc1nc2sc(C(N)=O)c(N)c2c2c1CCCC2,-3.9,1.5,-1.9,7.8,1.6,5.8,-1.1,-5.1,5.0
COCCSc1ccccc1C(=O)N1CCOCC1,1.8,0.4,-1.9,0.2,0.4,2.8,3.8,-9.8,7.9
CCOC(=O)c1sc(=S)n(-c2ccccc2)c1N,-2.4,0.7,-3.8,-0.8,4.9,11.0,-4.2,5.3,3.4
CCc1nnc(SCC(=O)Nc2nc(C)c(C(=O)N(C)C)s2)n1CC,1.3,-4.2,3.0,7.1,0.3,-2.1,-3.5,2.6,-1.6
CCO/C=C1/C(=O)N(C(C)=O)c2ccccc21,-1.4,3.9,-3.4,1.0,1.1,-3.9,-2.9,-0.4,6.3
Cc1nnc(NC(=O)c2cccc(S(=O)(=O)N3CCN(C)CC3)c2)s1,-3.7,0.1,1.2,1.4,0.8,-3.0,4.7,-13.5,-11.6
O=C1NCCCc2nonc21,-0.3,2.7,-3.3,5.0,-6.2,3.6,4.8,4.4,5.2
COc1ccc(C2(C(=O)NCc3ccco3)CCCC2)cc1OC,-4.9,0.2,1.1,0.1,1.1,10.1,-1.0,-0.2,1.4
CCCCC(O)CN1CCC(c2ccccc2)CC1 (stereo not drawn),0.1,-1.0,-7.0,-5.8,1.6,1.4,0.9,2.9,1.7
CSc1nn(-c2ccc(C(=O)OCC(=O)NC(=O)NC(C)C)cc2)c(=S)s1,1.4,2.9,-0.5,8.0,-1.4,4.0,-0.8,-2.7,0.7
CCN(c1ccccc1)S(=O)(=O)c1ccc(C(=O)NCCCn2ccnc2)cc1,-0.4,3.1,0.1,-6.9,-0.7,5.6,-5.7,2.1,15.3
O=[N+]([O-])c1ccc(Sc2ccccc2)nc1,0.8,0.9,-3.4,-1.8,3.7,-1.8,-2.5,2.8,-2.1
COc1ccc(Nc2nc(-c3cccs3)nc3ccccc23)cc1S(=O)(=O)N1CCOCC1,4.8,2.6,-42.4,-0.5,-11.0,-108.2,-3.4,-5.0,-1.4
COc1cc(/C=N/NC(=O)c2cccc(S(=O)(=O)N3CCCC3)c2)cc(OC)c1O,5.1,-2.4,-6.8,-5.1,-5.0,26.4,-3.9,-5.2,3.9
COc1ccc(N2CCN(C(=O)Cn3cnc4c3c(=O)n(C)c(=O)n4C)CC2)cc1,-6.3,-1.5,-4.2,1.9,-2.2,0.3,-3.6,7.3,5.6
CC1CN(C(=O)Nc2ccc(Br)cc2Cl)CC(C)O1 (stereo not drawn),-3.4,0.2,5.4,5.6,-0.1,0.1,3.0,7.2,4.5
O=C(NC1CCCCC1)c1cc(S(=O)(=O)N2CCCC2)ccc1Cl,2.6,2.0,2.7,2.1,1.9,-5.5,5.4,-7.8,-1.0
CC1C/C(=C/c2cccn2C)C(=O)/C(=C/c2cccn2C)C1 (stereo not drawn),190.6*,20.7,-17.7,-152.7,-13.7,-13.0,-24.3,-135.5,-66.8
Nc1ccc(Sc2ccccc2)nc1,1.1,·,6.0,4.2,-2.5,5.3,6.8,-0.9,5.2
Cc1onc(-c2ccccc2)c1C(=O)Nc1nnc(N2CCCCCC2)s1,0.5,-1.5,2.0,0.6,2.4,8.4,1.4,2.3,0.6
COc1ccc(/C(C)=N/Nc2cccc(C(=O)O)c2)cc1OC,-0.8,-8.0,3.2,-0.8,2.1,3.9,-2.8,-5.6,6.6
Cc1ccc(C(=O)C(c2ccccc2)N2Cc3ccccc3C2=N)cc1 (stereo not drawn),-0.8,1.1,-4.5,-9.8,0.7,-1.8,-5.3,-3.7,-6.5
CCn1cc(/C=C2/SC(=S)NC2=O)c(C)n1,4.8,-0.3,-0.5,0.6,-6.3,-2.7,-2.5,1.5,4.4
CCN(CC)S(=O)(=O)c1ccc(NC2CCN(Cc3ccccc3)CC2)nc1,1.0,-0.2,5.8,0.2,-1.4,-2.2,-5.5,5.7,3.3
Cc1ccc([N+](=O)[O-])cc1NC(=O)C1CCCC1,0.5,2.2,-1.1,9.0,1.8,-4.5,5.1,3.0,2.3
CN1CCN(c2ccc(NC(=O)c3ccc4c(c3)OCCO4)cc2Cl)CC1,1.1,-1.4,6.9,-0.7,3.1,-0.8,-0.9,-2.3,3.7
Nc1ccc(Sc2ccccc2CC(=O)O)cc1,-2.5,-3.4,-7.8,5.5,-0.9,2.1,-1.9,1.7,7.0
CC(C)C(=O)Nc1cccc(C(=O)Nc2ccc(S(=O)(=O)N3CCOCC3)cc2)c1,1.1,0.0,-5.5,-1.5,-1.7,-1.0,2.6,-5.3,2.8
Cc1ccc(CN2C(=O)C(=O)N(CC(N)=O)C2=O)cc1,-0.8,-1.3,4.6,3.8,2.8,-2.5,-6.4,-1.3,3.2
Cc1ccc(NC(=O)N2C3CCCC2CC(NC(=O)C2CC2)C3)cc1 (stereo not drawn),1.0,-0.8,10.2,-4.2,0.4,0.3,-0.2,-1.9,-3.3
CC(=O)N1CCc2cc(S(=O)(=O)NCCC(=O)NCCc3ccc(C)cc3)ccc21,-2.0,-0.9,-9.7,-4.4,1.9,3.0,1.2,0.9,4.3
Cc1nn(C)c(=O)n1-c1ccc(OCc2ccccc2)cc1,1.9,2.3,5.2,5.6,5.1,2.1,-1.0,-11.3,-0.7
Cc1c(NC(=O)CC2NC(=O)NC2=O)c(=O)n(-c2ccccc2)n1C (stereo not drawn),-2.4,1.3,-7.0,0.7,0.7,-4.5,-1.6,1.4,4.7
COc1ccccc1CNC(=O)Cn1cc([N+](=O)[O-])ccc1=O,1.2,2.6,-2.4,11.2,-0.9,1.3,1.6,5.9,4.0
COc1cc(/C=N/NC(=O)c2ccc(CN3C(=O)c4cccc5cccc3c45)cc2)cc(OC)c1O,0.9,1.4,16.6,5.3,30.6*,-16.1,-2.0,-1.2,-2.6
CN(C)S(=O)(=O)c1cccc(-c2nnc3n2CCCCC3)c1,-1.3,0.3,0.6,-0.4,1.4,-5.4,2.7,2.1,4.4

# Bioassay records: PubChem, several laboratories
